# Compound activity: PubChem BioAssay, several laboratories
# hERG rescue = hERG (human) protection from proarrhythmic block. Q12809. 310,000 compounds, 0.51% hits. activation (rescue from dofetilide block), less the hit threshold, % at 10 µM. CHO-hERG, FluxOR thallium flux, dofetilide IC70 present;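 active = activation above the mean of controls blocked by dofetilide plus 5 SD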;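 also: thallium influx through hERG after potassium depolarization seen as dye fluorescence rise; in these data hits start at about 4.7%; inactives centre near -7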
# HDAC3 inh = human HDAC3 inhibition; O15379; recombinant HDAC3, fluorogenic peptide/trypsin coupled, fluorescence; inhibition, % at 8.3 µM; 320,000 compounds, 0.15% hits; in the data active = inhibition above about 26%, passing the limit was not always enough; inconclusive = no clear call, values can overlap the other calls
# GSK3beta inhib = blocks human GSK3beta kinase activity; P49841; GST-GSK3beta kinase, ADP-Glo luminescence, 60 min; hits give low values; activity score (negative = inhibition), % at 10 µM; 300,000 compounds, 0.038% hits; AID 2097;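 active = more than half of replicate wells score below -50%, meaning over 50% inhibition versus plate controls; inconclusive = some replicates but at most half score below -50%; inactive = no replicate scores below -50%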;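 also: 0% = median DMSO wells and -100% = median GW8510 positive control wells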
#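 Test system: GST-fused GSK3beta enzyme, cell-free | Quantity: 1.6 ng GST-GSK3beta enzyme per well | Reagent: 25 µM ATP with peptide substrate | Schedule: 60 min enzyme reaction, room temperature | Signal: Luminescent ADP-Glo measurement of ADP formed | Read-out basis: Score relative to plate controls | Control set: DMSO and 20 µM GW8510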
# KCNQ1 act = potentiators or activators of human KCNQ1 potassium channel | P51787 | CHO-K1 KCNQ1, thallium flux FluxOR fluorescence; hits give high values | B-score at 10 µM | 310,000 compounds, 0.35% hits | AID 2648;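 active = fluorescence ratio B-score, a plate-corrected score, at least three library SD, with initial intensity B-score within 5 SD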
#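 Schedule – 37 °C overnight plating, 90-min dark dye load, 20-min compound pretreatment · System – stable KCNQ1 CHO-K1 line · Probe or stimulus – thallium- and potassium-containing depolarizing buffer · Measured by – kinetic FluxOR fluorescence, 10 s baseline plus 110 s post-stimulus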
# GSK3 alpha inh = human GSK-3 alpha kinase inhibition | inhibition, % at 10 µM | ADP-Glo luminescence, 60 min | 320,000 compounds, 0.1% hits;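 in the data active = inhibition above about 50%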;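 also: GST-tagged GSK-3 alpha with peptide substrate and 25 µM ATP; 0% = DMSO neutral wells and 100% = GW8510 positive control wells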
# RGS4 act = potentiators or activators of RGS4; B-score at 10 µM; 310,000 compounds, 0.92% hits; HEK293 M3R/inducible RGS4, carbachol calcium flux Fluo4; hits give low values;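 active = B-score of the integrated calcium signal more than 4 SD below the library mean, with starting fluorescence not abnormally high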;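 also: negative B-score means reduced calcium response which marks RGS4 activation or potentiation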
#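 System: HEK293 FlpIn-TREx cells, stable M3R, doxycycline-inducible RGS4. Timing: overnight RGS4 induction, 30 min dye load 37 °C, 20 min compound RT. Also added: carbachol, ECmax concentration. Measured by: Fluo4 fluorescence kinetic imaging of calcium. Evaluation: integrated calcium ratio converted to B score.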
# KCNK9 block = human KCNK9 channel inhibition. Q9NPC2. AID 488922. 310,000 compounds, 1.2% hits. B-score at 10 µM. HEK293 KCNK9, FluxOR thallium flux fluorescence; hits give low values;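 active = ratio B-score over 3 SD below the library mean, with starting fluorescence within 5 SD of its mean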;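 also: negative B-score means less thallium flux so channel inhibition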
# Target sequence (Q9NPC2 whole entry, looked up): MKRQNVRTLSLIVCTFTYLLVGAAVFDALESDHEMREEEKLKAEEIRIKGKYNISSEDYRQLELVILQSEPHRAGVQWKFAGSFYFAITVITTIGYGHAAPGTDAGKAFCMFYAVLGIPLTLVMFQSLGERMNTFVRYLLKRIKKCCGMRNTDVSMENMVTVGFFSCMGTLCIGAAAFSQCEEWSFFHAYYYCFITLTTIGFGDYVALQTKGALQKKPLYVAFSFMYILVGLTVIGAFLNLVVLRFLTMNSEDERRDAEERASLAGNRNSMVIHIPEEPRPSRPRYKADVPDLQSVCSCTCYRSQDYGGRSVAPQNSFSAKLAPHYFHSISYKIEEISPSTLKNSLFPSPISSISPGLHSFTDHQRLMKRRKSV
# DYRK1A inh = Dyrk1A (rat) kinase inhibition | 310,000 compounds, 0.43% hits | inhibition, % at 12.5 µM | ADP-Glo luminescence, NFATc1 peptide | AID 504441 | Q63470; in the data active = inhibition above about 50%;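 also: plate controls were vehicle with enzyme for no effect and no enzyme for full effect; many of its hits are not listed in these tables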
# KCNQ1 inh = human KCNQ1 channel inhibition; 310,000 compounds, 1.3% hits; P51787; CHO-K1 KCNQ1, FluxOR thallium flux fluorescence; hits give high values; AID 2642; B-score at 10 µM;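 active = compounds whose thallium flux B-score, printed positive for inhibition, exceeds three library SD while starting fluorescence stays within three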;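 also: channel opened by potassium depolarization with thallium stimulus after 20 min compound exposure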
# KCNK3 block = human KCNK3 channel inhibition, primary screen. O14649. 340,000 compounds, 0.84% hits. CHO-KCNK3 thallium flux, FluxOR fluorescence; hits give low values. AID 602410. B-score at 10 µM;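 active = B-score under library mean minus 4 SD, starting fluorescence ratio at most library mean plus 5 SD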;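 also: more negative B-score means stronger inhibition of thallium flux through KCNK3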
# Target sequence (O14649 whole entry, looked up): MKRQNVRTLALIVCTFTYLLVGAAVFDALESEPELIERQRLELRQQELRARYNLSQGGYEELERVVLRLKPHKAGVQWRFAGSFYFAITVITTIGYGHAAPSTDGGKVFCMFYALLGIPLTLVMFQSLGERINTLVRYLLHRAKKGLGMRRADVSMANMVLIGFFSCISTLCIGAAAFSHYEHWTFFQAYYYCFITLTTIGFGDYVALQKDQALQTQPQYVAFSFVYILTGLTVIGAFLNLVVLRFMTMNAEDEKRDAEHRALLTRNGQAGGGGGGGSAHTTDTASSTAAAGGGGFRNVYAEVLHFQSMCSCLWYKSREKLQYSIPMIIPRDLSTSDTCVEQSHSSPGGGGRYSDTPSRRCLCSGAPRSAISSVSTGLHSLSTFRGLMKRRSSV
# PolyA inh = yeast polyadenylation inhibition. AID 1875. S. cerevisiae SKY197-pL101 polyadenylation reporter, beta-gal luminescence; efflux-impaired pdr1/pdr3 knockout yeast; score 100 = 6 SD above DMSO. 300,000 compounds, 0.02% hits. calls only at 12 µM;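 active = lowest replicate activity score at least 50, where 100 means six control SD above control mean; inconclusive = lowest score under 50 but half or more replicates reach 50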;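 also: yeast exposed to compound for 9 h at 30 °C; higher score means more reporter readthrough which indicates perturbed polyadenylation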
# Starred values were filed as active, the others as inactive; i = inactive; ? = inconclusive; · = no result given; & = joins results of further samples.
# Values run as follows: hERG rescue	HDAC3 inh	GSK3beta inhib	KCNQ1 act	GSK3 alpha inh	RGS4 act	KCNK9 block	DYRK1A inh	KCNQ1 inh	KCNK3 block	PolyA inh
O=C(NCCCn1cccn1)c1cc(COc2ccc(F)cc2Cl)on1
→ -8	3	-2	i	-2	i	i	-3	i	i	i
Cc1ccccc1NS(=O)(=O)c1nnc(NC(=O)CC(C)C)s1
→ -5	3	0	i	-1	i	i	-3	i	i	i
COc1ccc(CN(CCC(c2ccccc2)C2CCOC(C)(C)C2)C(C)=O)cc1 (stereo unspecified)
→ -20	7	2	i	-3	i	i	4	i	i	i
Cc1cc(C)nc(NS(=O)(=O)c2ccc(N/C=C/C(=O)c3ccc(Cl)c(Cl)c3)cc2)n1
→ -2	-1	1	i	-1	i	i	-1	i	i	i
Cc1nn(-c2ccc([N+](=O)[O-])cc2)c2c1C(c1cccc(Br)c1)N1C(=N2)C(=O)Nc2ccccc21 (stereo unspecified)
→ -8	-2	1	i	-2	i	i	-4	i	i	i
CCOC(=O)C1CSC2(CCC(c3ccccc3)CC2)N1 (stereo unspecified)
→ -11	5	3	i	-2	i	i	4	i	i	i
Fc1ccccc1N=C1NN=C(c2ccccc2)CS1
→ -4	-2	1	i	-3	i	i	10	i	i	i
O=C(O)CCCC(=O)Nc1ccc(Oc2ncnc3cc(Cl)ccc23)nc1
→ -7	-2	3	i	1	i	i	22	i	i	i
CC(NC(=O)c1ccco1)c1nc(-c2ccc(Cl)cc2)no1 (stereo unspecified)
→ -3	1	-3	i	-2	i	i	0	i	i	i
CCNC(=S)NNc1ccccc1
→ -10	-8	2	i	1	i	i	·	i	i	i
Cc1ccc(CN2CCN(Cc3cccn3-c3nccs3)CC2CCO)cc1 (stereo unspecified)
→ -18	-1	2	i	-1	i	i	-2	i	i	i
CCOc1ccc(S(=O)(=O)c2c[nH]c3ccc(C)cc3c2=O)cc1
→ -1	2	-1	i	-2	i	i	-6	i	i	i
Cc1ccc(Nc2ccc(C(=O)NC3CCCCC3)cn2)cc1
→ -12	·	-2	i	-4	i	i	1	i	i	i
O=C(NCc1ccccc1)c1ccc(Br)cc1
→ -5	1	0	i	-1	i	i	1	i	i	i
Cc1ccccc1NC(=O)CN1CCN(Cc2ccccc2)CC1
→ -8	7	3	i	4	i	i	2	i	i	i
CC1(C)C2CCC1(C)C(OC(=O)CNc1ccccc1)C2 (stereo unspecified)
→ -11	5	-4	i	-2	i	i	-5	i	i	i
CCOC(=O)c1c(CN(C)C)n(C)c2c(O)c(N=NC(N)=O)c3ccc(Br)cc3c12
→ -4	-3	0	i	0	i	i	4	i	i	i
CC(=O)Oc1ccc2c(=O)oc(-c3ccc([N+](=O)[O-])cc3)nc2c1
→ -6	3	0	i	1	i	i	1	i	i	i
Oc1ccc(Cl)cc1-c1cc(-c2ccccc2)n[nH]1
→ -6	4	1	i	-1	i	i	-5	i	i	i
CCC(=O)Nc1nc2ccccc2n1CCN(CC)CC
→ -5	0	-3	i	-4	i	i	1	i	i	i
NS(=O)(=O)c1ccc(NC(=S)N2CCC(O)CC2)cc1
→ -1	3	6	i	-1	i	i	1	i	i	i
Cc1nc(N2CCOCC2)[nH]c(=O)c1CCC(C)C
→ -10	2	1	i	5	i	i	5	i	i	i
Cn1c(=O)c(C(=O)Nc2ncccc2O)c(O)c2ccccc21
→ -9	3	-2	i	-2	i	i	1	i	i	i
COC(=O)c1cn(CC(=O)NCc2ccco2)c2ccccc12
→ -2	5	-1	i	0	i	i	-1	i	i	i
CCOC(=O)Nc1cc(C(=O)OCC)c(C)nc1C
→ -3	-3	-5	i	·	i	i	11	i	i	i
N#Cc1cccc(NC(=O)COC(=O)c2ccc3c(=O)n4c(nc3c2)CCC4)c1
→ 2	-4	0	i	0	i	i	·	i	·	i
Cc1ccsc1/C=N/NC(=O)CNC(=O)c1ccccc1
→ 0	2	2	i	2	i	i	-1	i	i	i
COc1ccc2c(CC(=O)Nc3ncc(C)s3)coc2c1
→ -8	3	-26	i	0	i	i	11	i	i	i
COc1ccc(CN(C(=O)c2cccs2)c2nccs2)cc1OC
→ -9	3	3	i	-3	i	i	-2	i	i	i
CN(C)S(=O)(=O)c1cccc(CNCC2COc3ccccc3O2)c1 (stereo unspecified)
→ -6	-2	6	i	-2	i	i	-2	i	i	i

# 3 entries from above, ordered by heavy-atom count, highest first:
# Values run as follows: hERG rescue	HDAC3 inh	GSK3beta inhib	KCNQ1 act	GSK3 alpha inh	RGS4 act	KCNK9 block	DYRK1A inh	KCNQ1 inh	KCNK3 block	PolyA inh
CN(C)S(=O)(=O)c1cccc(CNCC2COc3ccccc3O2)c1 (stereo unspecified)
→ -6	-2	6	i	-2	i	i	-2	i	i	i
COC(=O)c1cn(CC(=O)NCc2ccco2)c2ccccc12
→ -2	5	-1	i	0	i	i	-1	i	i	i
Cc1nc(N2CCOCC2)[nH]c(=O)c1CCC(C)C
→ -10	2	1	i	5	i	i	5	i	i	i

# More results:
# Values run as follows: hERG rescue	HDAC3 inh	GSK3beta inhib	KCNQ1 act	GSK3 alpha inh	RGS4 act	KCNK9 block	DYRK1A inh	KCNQ1 inh	KCNK3 block	PolyA inh
O=C(CN1CCOCC1)NN=C(c1ccccc1)c1ccccc1
→ -6	1	2	i	-1	i	i	1	i	i	i
COc1ccc(NC(=O)c2cccs2)cc1
→ -8	1	2	i	4	i	i	-2	i	i	i
CC(=O)N1CCOc2ccc(S(=O)(=O)N3CC(C)CC(C)C3)cc21 (stereo unspecified)
→ -8	-2	1	i	1	i	i	-5	i	i	i
CN1CCCN(S(=O)(=O)c2ccc3ccccc3c2)CC1
→ -6	4	5	i	-4	i	i	5	i	i	i
CCc1nn(CCCN2CCN(c3cccc(Cl)c3)CC2)c(=O)n1CCOc1ccccc1
→ -17&-15	9&6	1&3	i	-3&-3	i	i	4&7	i	i	i
CC(C)CC(=O)Nc1cccc(-c2nc3ccccc3o2)c1
→ -13	3	-1	i	-2	i	-7.7*	5	i	i	i
COc1ccc(C(=O)NCC2(c3ccc(OC)c(OC)c3)CCCC2)c(OC)c1
→ -6	1	-6	i	0	i	i	·	i	i	·
COc1ccc(C)cc1Nc1nc(C)nc2c1oc1ccccc12
→ -3	5	0	i	0	i	i	-3	i	i	i
CC(=O)c1ccc(OCCCC(=O)Nc2ccc(S(=O)(=O)N3CCOCC3)cc2)cc1
→ -11	1	0	i	-2	i	i	-6	i	i	i
COc1ccc2nc(SCC(=O)NC3CCCc4ccccc43)[nH]c2c1 (stereo unspecified)
→ -14	10	0	i	0	i	i	12	i	i	i
CC(NC(=O)C(=O)N1CCOCC1)C(c1cccs1)N1CCN(c2ccccc2F)CC1 (stereo unspecified)
→ -12	-3	3	i	0	i	i	3	i	i	i
O=C(Oc1ccc(/C=N/NC(=O)c2ccccc2O)cc1)c1ccccc1
→ -3	-6	0	i	·	i	i	4	i	i	i
CC(=O)c1c(C)nc2ccc(C)cc2c1-c1ccccc1
→ -5	0	-2	i	-6	i	i	-7	i	i	i
C=CCNC(=O)CN1CCC(c2nc3cc(C)c(C)cc3[nH]2)CC1
→ -5	·	-3	i	-5	i	i	-7	i	i	i
CCc1cccc(NC(=O)C2CCCN2S(=O)(=O)c2ccc3c(c2)CC(C)N3C(C)=O)c1 (stereo unspecified)
→ -7	-7	-2	i	1	i	i	-7	i	i	i
CCOC(=O)C1(Cc2ccc(Cl)cc2)CCN(C(=O)c2ccoc2)CC1
→ -27	2	2	i	0	i	i	-1	i	i	i
CCn1c(CC(C)C)n[nH]c1=S
→ -10	4	-2	i	-3	i	i	-1	i	i	i
Cc1cccc(NC(=O)c2ccc(NCCc3ccccc3)c([N+](=O)[O-])c2)c1
→ -7	0	0	i	0	i	i	-8	i	i	i
COc1cc(C(=O)NCC(=O)NCC2COc3ccccc3O2)cc(OC)c1OC (stereo unspecified)
→ -16	0	-2	i	-5	i	i	-4	i	i	i
NCCS(=O)(=O)NC1CCCCC1
→ -5	-2	2	i	-6	i	i	2	i	i	i
NC(=O)c1ccc(-n2nc(C(F)(F)F)c3c2CCCC3)cc1
→ -4	2	1	i	1	i	i	0	i	i	i
CCCCN1C(=O)C2(OCCCO2)c2cccc(C)c21
→ -2	5	1	i	·	i	i	-4	i	i	i
CCOc1ccc(Nc2oc(-c3ccc(Cl)cc3)nc2C#N)cc1
→ -12	?	-1	i	-4	i	i	-1	i	i	·
COc1ccc(N2C(=O)CC(Nc3ccc(C)cc3)C2=O)cc1 (stereo unspecified)
→ -11	4	-6	i	-2	i	i	·	i	i	i
CCCCOP(=O)(c1ccc(N(C)C)cc1)C(O)c1cc(OC)c(OC)c(OC)c1 (stereo unspecified)
→ -16	2	-1	i	11	i	i	8	i	i	i
Cc1ccccc1C1c2[nH]c3ccccc3c2CCN1C(=O)c1ccc(=O)n(C)n1 (stereo unspecified)
→ -4	10	4	i	-3	i	i	-5	i	i	i
CS(=O)(=O)N(CC(=O)Nc1c(F)cccc1F)Cc1ccccc1
→ -13	1	1	i	-18	i	i	2	i	i	i
COc1ccc(NC(=O)c2nc[nH]c2C(=O)NCc2ccccc2)cc1
→ -8	14	-2	i	3	i	i	-1	i	i	i
Cc1nn(CC(=O)Nc2sc3c(c2C#N)CCC(C(C)(C)C)C3)c(C)c1[N+](=O)[O-] (stereo unspecified)
→ -12	7	-2	i	-1	i	i	2	8*	i	i
O=C(O)c1ccn2c(C(=O)c3ccccc3)c(-c3ccccc3)cc2c1
→ -9	5	4	i	-8	i	i	14	i	i	i
COCC(C)n1c(COc2ccccc2F)nnc1SCc1c(C)noc1C (stereo unspecified)
→ -7	-11	-3	i	6	i	i	3	i	i	i
CC1CCC(C(C)C)C(OC(=O)C[n+]2cc(-c3ccc(Cl)cc3)n3c2CCC3)C1 (stereo unspecified)
→ -22	3	2	i	8	i	-13*	7	i	i	i
COc1ccc(NC(=O)/C=C/c2cccc(Br)c2)cn1
→ -8	11	-1	i	-2	i	i	2	i	i	i
O=C(c1ccc([N+](=O)[O-])o1)N1CCOCC1
→ -3	2	3	i	-3	i	i	-2	i	i	i
CCn1c(CNC(=O)c2ccccc2F)nnc1SCC(=O)Nc1nncs1
→ -3	0	2	i	1	i	i	0	i	i	i

# Some of the compounds tested; rates above refer to the full screens.
